Assay outcomes from PubChem BioAssay.
Keap1-Nrf2 PPI: inhibitors of human Keap1-Nrf2 protein-protein interaction; Keap1 Kelch-Nrf2 peptide fluorescence polarization, 1536-well; inhibition, % at 9.4 µM; 0.15% of 340,000 active; AID 504523; in the data active = inhibition above about 12%;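 also: human Keap1 Kelch domain with fluorescein labeled Nrf2 9mer peptide probe; 0% = neutral control wells and 100% = peptide positive control; higher means more block of Keap1 binding to Nrf2 peptide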
Target sequence (Q14145 whole entry, looked up, the tested form may be a part): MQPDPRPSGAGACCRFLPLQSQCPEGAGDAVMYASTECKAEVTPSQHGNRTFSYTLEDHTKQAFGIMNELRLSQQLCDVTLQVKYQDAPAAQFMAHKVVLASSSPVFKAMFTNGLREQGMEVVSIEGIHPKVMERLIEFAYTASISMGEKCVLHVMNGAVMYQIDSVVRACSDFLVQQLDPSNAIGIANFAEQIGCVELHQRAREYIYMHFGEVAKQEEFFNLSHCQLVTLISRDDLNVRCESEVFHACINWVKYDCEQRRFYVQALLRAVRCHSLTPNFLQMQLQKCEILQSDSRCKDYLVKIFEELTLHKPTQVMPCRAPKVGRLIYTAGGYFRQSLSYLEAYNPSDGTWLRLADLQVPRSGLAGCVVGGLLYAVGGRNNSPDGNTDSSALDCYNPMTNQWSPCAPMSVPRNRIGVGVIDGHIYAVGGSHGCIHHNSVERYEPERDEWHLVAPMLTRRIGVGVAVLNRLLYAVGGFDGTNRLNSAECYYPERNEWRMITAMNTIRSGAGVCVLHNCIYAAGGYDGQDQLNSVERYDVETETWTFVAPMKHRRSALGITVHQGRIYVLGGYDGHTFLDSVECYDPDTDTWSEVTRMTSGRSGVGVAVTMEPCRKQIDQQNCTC
cardiac RTF act: increases calcium sensitivity of human cardiac regulated thin filaments; P19429+P45379; IANBD-labeled TnC RTF fluorescence at EC20 calcium; 0% EC20 calcium, 100% full calcium; activation, % at 7.2 µM; 0.24% of 340,000 active; AID 493008;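 active = activation above the mean over all tested compounds plus 3 SD, cut at about 30% in these data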;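 also: rise in fluorescence read as greater calcium sensitivity of cardiac thin filaments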
MOR-DOR inv ag: inverse agonists of human mu-delta opioid receptor heterodimerization | P35372+P41143 | cell-based MOR-DOR heterodimer luminescence, inverse agonism | inhibition, % at 9.3 µM | 0.21% of 340,000 active | AID 504357; in the data active = inhibition above about 22%, passing the limit was not always enough;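 also: 0% = cells with DMSO and 100% = wells without cells with DMSO; values of inactives mirror those of a sister screen read the other way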
RTF Ca sens inh: cardiac RTF calcium desensitization | inhibition, % at 7.15 µM | IANBD-labeled cardiac RTF, Ca2+ fluorescence | AID 493244 | 0.12% of 340,000 active | P19429+P45379;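 active = inhibition above the mean inhibition of all tested compounds plus 3 SD, cut at about 17% in these data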;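 also: assay run at fixed EC70 calcium of 1.6 mM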
V-ATPase pHluor: alters yeast V-ATPase proton transport; S. cerevisiae, pHLuorin cytosolic pH fluorescence; response, % at 10 µM; 0.37% of 350,000 active; in the data active = response mostly above about 7.3%, no sharp cut-off; inactive = mostly below about 5.4%; also: actives read high; inactives centre near 0; some compounds called inactive have numbers as strong as hits; reference of the scale not given here
OPRM1-OPRD1 ag: agonists of human mu-delta opioid receptor heterodimerization | P35372+P41143 | 0.3% of 340,000 active | AID 504326 | cells, OPRM1-OPRD1 heterodimerization, luminescence | activation, % at 9.3 µM; in the data active = activation above about 18%;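 also: 0% = vehicle-treated cells and 100% = reference agonist; values of inactives mirror those of a sister screen read the other way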
HTR5A inv ag: HTR5A inverse agonism, opioid heterodimer counter-screen. P47898. HTR5A cell line, luminescence. inhibition, % at 9.3 µM. 0.083% of 340,000 active. AID 504634; in the data active = inhibition mostly above about 23%, no sharp cut-off; inactive = mostly below about 18%;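 also: 0% = cells with DMSO and 100% = no-cell wells with DMSO; some compounds called inactive have numbers as strong as hits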
Target sequence (P47898 whole entry, looked up): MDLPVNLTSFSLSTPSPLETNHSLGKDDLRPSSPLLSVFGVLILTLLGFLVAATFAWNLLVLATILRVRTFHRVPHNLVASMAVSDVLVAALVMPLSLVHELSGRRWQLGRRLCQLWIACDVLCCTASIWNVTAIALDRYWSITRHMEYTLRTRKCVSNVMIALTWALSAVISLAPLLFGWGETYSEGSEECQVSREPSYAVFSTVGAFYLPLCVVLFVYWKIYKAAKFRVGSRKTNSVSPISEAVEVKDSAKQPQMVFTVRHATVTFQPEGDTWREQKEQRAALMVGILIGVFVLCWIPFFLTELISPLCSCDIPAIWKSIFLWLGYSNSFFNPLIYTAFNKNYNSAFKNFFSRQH
C-LANA FP: blocks KSHV LANA C-terminal domain binding to DNA | MBP-C-LANA/FAM-LBS DNA binding, fluorescence polarization | inhibition, % at 9 µM | 0.078% of 340,000 active | AID 504423;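 active = highest replicate inhibition at or above 60% at 9 µM, even if other replicates fall short; inactive = all replicates below 60% inhibition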;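 also: 0% = neutral control wells and 100% = 4 µM acridine orange control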
CAL PDZ FP: blocks peptide binding to the human CAL PDZ domain | inhibition, % at 24.9 µM | Q9HD26 | purified CAL PDZ, TMR-peptide fluorescence polarization, 1 h | 0.92% of 300,000 active;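 active = mean inhibition of at least 30% with at least half of replicates also reaching 30%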;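 also: 0% = DMSO neutral control and 100% = excess unlabeled competitor peptide PRC23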
HTR5A ag ctr: activates human HTR5A in OPRM1-OPRD1 agonist counter-screen | P47898 | HTR5A agonist assay, luminescence, cell-based | activation, % at 9.3 µM | 0.61% of 340,000 active | AID 504692; in the data active = activation mostly above about 9.5%, no sharp cut-off; inactive = mostly below about 7.6%;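 also: 0% = cells with vehicle only and 100% = reference agonist; strong numbers were not always called active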
Active calls of the source: *; . = not tested or not shown; & = joins results of further samples.

Short forms: A = Keap1-Nrf2 PPI; B = cardiac RTF act; C = MOR-DOR inv ag; D = RTF Ca sens inh; E = V-ATPase pHluor; F = OPRM1-OPRD1 ag; G = HTR5A inv ag; H = C-LANA FP; I = CAL PDZ FP; J = HTR5A ag ctr
Molecule: O=C(COC(=O)CSc1ccccc1)NCCNC(=O)COC(=O)CSc1ccccc1
  A: 3	B: -4	C: 21	D: -4	E: 3	F: -4.0	G: 5	H: -1.8	I: -3	J: -2
Molecule: N#Cc1c2n(cnc1=O)CCCCC2
  A: 1	B: 0	C: 8	D: -9	E: 8	F: -2.0	G: -6	H: 1.4	I: 0	J: -2
Molecule: Cn1c(C(=O)N2CCN(c3ccc([N+](=O)[O-])cc3)CC2)cc2c(=O)[nH]c3ccccc3c21
  A: -2	B: 2	C: -8	D: -6	E: 2	F: 1.5	G: 11	H: 9.6	I: -5	J: -4
Molecule: O=C(NCCc1cccs1)c1ccc(CS(=O)Cc2ccc(Cl)cc2)o1 (configuration not stated)
  A: 1	B: 0	C: 9	D: -8	E: 0	F: -1.8	G: 4	H: -1.9	I: .	J: 4
Molecule: CCOC(=O)c1sc2nc(C)nc(N3CCN(c4ncccn4)CC3)c2c1C
  A: -6	B: 6	C: 21	D: -6	E: -2	F: -3.9	G: -4	H: 0.3	I: -4	J: 1
Molecule: Cc1cc(C2=NNC(=NC3CCCCC3)SC2)c(C)n1-c1c(C)n(C)n(-c2ccccc2)c1=O
  A: -4	B: -6	C: 2	D: 8	E: 0	F: -0.2	G: 0	H: -0.7	I: -2	J: 0
Molecule: Cc1cccc(NC(=O)CS(=O)(=O)c2cn(C)c3ccccc23)c1
  A: -3	B: 2	C: -5	D: -1	E: -2	F: 0.9	G: -2	H: 16	I: .	J: 1
Molecule: NC(=O)c1ccccc1N=Cc1ccc2ccccc2c1
  A: -5	B: 0	C: 1	D: -7	E: 0	F: -0.2	G: -3	H: -1.5	I: 0	J: 1
Molecule: COc1ccc(/C=N/NC(=O)c2cccnc2)cc1O
  A: -2	B: 3	C: 8	D: -2	E: 1	F: -1.4	G: 16	H: 0.0	I: 37*	J: -2
Molecule: Cc1ccc(NCc2n[nH]c(=S)n2Cc2ccccc2)cc1Cl
  A: -3	B: 4	C: -61	D: -1	E: -3	F: 12	G: 28	H: -0.8	I: 1	J: 10
Molecule: COc1ccc(CNC(=O)COc2cccnc2[N+](=O)[O-])cc1OC
  A: -3	B: -3	C: 11	D: -1	E: -3	F: -2.4	G: 2	H: 0.4	I: 7	J: 0
Molecule: COc1ccc(N(CC(=O)NCCSc2ccccn2)S(C)(=O)=O)cc1
  A: -5	B: 6	C: 2	D: -13	E: -3	F: -0.4	G: 2	H: 1.0	I: -5	J: -1
Molecule: CCC(=O)N=c1sc2c(C)cc(C)cc2n1CC(=O)OC
  A: -3	B: 1	C: 12	D: -1	E: 0	F: -2.2	G: -16	H: -0.7	I: .	J: -1
Molecule: Cc1cc(C)c2c(=O)[nH]c(SCc3ccccc3C)nc2n1
  A: 3	B: -1	C: 13	D: -13	E: -3	F: -2.6	G: -9	H: -0.7	I: -9	J: 0
Molecule: COc1cc(C2Nc3ccc4ccccc4c3C3=C2C(=O)CC(C)(C)C3)ccc1OC(C)C(=O)O (configuration not stated)
  A: 2	B: 9	C: 15	D: -3	E: -1	F: -3.3	G: 6	H: 0.0	I: -4	J: -2
Molecule: Cc1noc(C(=O)NC2CCCCC2)c1Cl
  A: -3	B: 7	C: 9	D: 10	E: -3	F: -1.7	G: 8	H: -1.3	I: -4	J: -3
Molecule: Cc1ccccc1CNS(=O)(=O)c1csc(C(N)=O)c1
  A: -2	B: -4	C: 12	D: -9	E: 0	F: -2.4	G: 19	H: -0.7	I: -13	J: -5
Molecule: O=C(CN(C(=O)c1csnn1)c1ccc(Br)cc1)NC1CCCC1
  A: 0	B: -4	C: 22	D: 6	E: 2	F: -3.5	G: 5	H: 0.5	I: -3	J: -1
Molecule: COC(=O)N/N=C\c1cc(Br)ccc1OCc1ccccc1
  A: 1	B: -3	C: -4	D: -6	E: 1	F: 0.7	G: -9	H: 2.4	I: -6	J: -2
Molecule: CC1Cc2ccccc2N1S(=O)(=O)c1ccc2c(c1)n(C)c(=O)c(=O)n2C (configuration not stated)
  A: -6	B: -1	C: 15	D: -6	E: 0	F: -3.1	G: 12	H: 0.2	I: -2	J: -1

Two compounds from above, showing only OPRM1-OPRD1 ag, V-ATPase pHluor and HTR5A ag ctr:
| SMILES | OPRM1-OPRD1 ag | V-ATPase pHluor | HTR5A ag ctr |
| --- | --- | --- | --- |
| Cc1ccccc1CNS(=O)(=O)c1csc(C(N)=O)c1 | -2.4 | 0 | -5 |
| O=C(CN(C(=O)c1csnn1)c1ccc(Br)cc1)NC1CCCC1 | -3.5 | 2 | -1 |

More structures follow.
Short forms: A = Keap1-Nrf2 PPI; B = cardiac RTF act; C = MOR-DOR inv ag; D = RTF Ca sens inh; E = V-ATPase pHluor; F = OPRM1-OPRD1 ag; G = HTR5A inv ag; H = C-LANA FP; I = CAL PDZ FP; J = HTR5A ag ctr
Molecule: CC(C)c1ccc(NC(=O)N(CCc2nc3ccccc3[nH]2)C2CCCC2)cc1
  A: 2	B: -2	C: -148	D: 0	E: 1	F: 25*	G: -9	H: 2.3	I: -4	J: 2
Molecule: CN(C(=O)COC(=O)Cn1cnc2ccccc21)C1CCCCC1
  A: -7	B: -2	C: -5	D: 1	E: 1	F: 0.9	G: -5	H: -1.3	I: .	J: 1
Molecule: NC(N)=N/N=C/c1c(Cl)cccc1Cl
  A: -7&-4	B: 7&4	C: 15&-6	D: 8&1	E: -1&3	F: -2.6&1.2	G: -41&33	H: 1.4&0.1	I: -4&-4	J: 1&-3
Molecule: O=C(CN1CCCC1)N1c2ccccc2Sc2ccccc21
  A: -3	B: 7	C: 1	D: -9	E: 2	F: -0.2	G: 6	H: 1.7	I: -3	J: -3
Molecule: CCC(=O)N1CCc2cc(S(=O)(=O)CCC(=O)N3CCN(c4ccccc4F)CC3)ccc21
  A: 3	B: -1	C: 22	D: -12	E: -2	F: -4.3	G: -6	H: 1.2	I: -1	J: 2
Molecule: Cc1ccc(CSCCNC(=O)CN(c2cccc([N+](=O)[O-])c2)S(C)(=O)=O)cc1
  A: 3	B: 5	C: 10	D: 1	E: -1	F: -1.8	G: 9	H: -0.2	I: -3	J: 0
Molecule: CCCC(=O)Nc1ccc(C(=O)Nc2nc(CC(=O)OCC)cs2)cc1
  A: -3	B: 3	C: 9	D: -5	E: -1	F: -2.0	G: -5	H: -1.6	I: -2	J: 2
Molecule: CC1CN(C(=O)C2CCCN2S(=O)(=O)c2ccc(Cl)cc2)CC(C)O1 (configuration not stated)
  A: -2	B: 1	C: 12	D: -3	E: 1	F: -2.1	G: -12	H: 1.0	I: 5	J: 4
Molecule: Nc1cccc(S(=O)(=O)c2cccc(N)c2)c1
  A: -2	B: 5	C: 15	D: -4	E: 2	F: -2.7	G: 5	H: 0.0	I: .	J: -1
Molecule: O=C(Nc1ccccc1C(=O)NCCc1ccc(O)cc1)c1ccco1
  A: -3	B: 0	C: 3	D: -6	E: -1	F: -0.7	G: 5	H: 0.8	I: -6	J: -1

Some of the entries above, reformatted:
Value order: Keap1-Nrf2 PPI | cardiac RTF act | MOR-DOR inv ag | RTF Ca sens inh | V-ATPase pHluor | OPRM1-OPRD1 ag | HTR5A inv ag | C-LANA FP | CAL PDZ FP | HTR5A ag ctr
O=C(NCCc1cccs1)c1ccc(CS(=O)Cc2ccc(Cl)cc2)o1 (configuration not stated)
→ 1 | 0 | 9 | -8 | 0 | -1.8 | 4 | -1.9 | . | 4
O=C(CN1CCCC1)N1c2ccccc2Sc2ccccc21
→ -3 | 7 | 1 | -9 | 2 | -0.2 | 6 | 1.7 | -3 | -3
O=C(CN(C(=O)c1csnn1)c1ccc(Br)cc1)NC1CCCC1
→ 0 | -4 | 22 | 6 | 2 | -3.5 | 5 | 0.5 | -3 | -1
CCOC(=O)c1sc2nc(C)nc(N3CCN(c4ncccn4)CC3)c2c1C
→ -6 | 6 | 21 | -6 | -2 | -3.9 | -4 | 0.3 | -4 | 1

(next part)
Short forms: A = Keap1-Nrf2 PPI; B = cardiac RTF act; C = MOR-DOR inv ag; D = RTF Ca sens inh; E = V-ATPase pHluor; F = OPRM1-OPRD1 ag; G = HTR5A inv ag; H = C-LANA FP; I = CAL PDZ FP; J = HTR5A ag ctr
Molecule: CCOC(=O)N/N=C(\C)c1ccc(-n2cnnn2)cc1
  A: 2	B: -1	C: 16	D: -9	E: -2	F: -3.3	G: -10	H: 1.8	I: -3	J: 2
Molecule: Cc1cc(C(F)(F)F)n2[nH]c(=O)c(N=Nc3ccccc3)c2n1
  A: 6	B: 7	C: 5	D: 0	E: 1	F: -0.9	G: 1	H: -0.6	I: 2	J: 0
Molecule: CCS(=O)(=O)NC(C)C(c1cccs1)N1CCN(C)CC1 (configuration not stated)
  A: 0	B: -2	C: 14	D: -1	E: 0	F: -2.5	G: -33	H: 0.6	I: 1	J: 1
Molecule: CCOC(=O)[C@@H]1[C@H]2COc3ccc(Br)cc3[C@@H]2N2C(=O)N(c3ccccc3)C(=O)[C@]12C
  A: -1	B: -3	C: 17	D: 2	E: -1	F: -2.9	G: 5	H: 0.0	I: 2	J: 3
Molecule: COC(=O)C[C@H]1c2cc(C(F)(F)F)ccc2S(=O)(=O)N1C1CCCC1
  A: -2	B: 2	C: 19	D: 9	E: 1	F: -3.5	G: 3	H: 2.4	I: 0	J: 3
Molecule: CN(C)N=Nc1ccc(S(=O)(=O)/N=C(\O)c2ccccc2)cc1
  A: -3	B: -6	C: 5	D: -5	E: 2	F: -1.1	G: 0	H: 0.0	I: -7	J: 0
Molecule: Nc1nc(-c2c[nH]c3ccccc23)cs1
  A: -4	B: 1	C: -38	D: -5	E: -4	F: 6.2	G: -17	H: 0.3	I: 14	J: 6
Molecule: C[C@H](NC(N)=O)C(=O)Nc1ccc(OCc2ccccc2)cc1
  A: 1	B: -1	C: -2	D: -6	E: 1	F: 0.3	G: 9	H: -1.3	I: .	J: 2
Molecule: COc1ccc(-n2c(CCc3ccccc3)nnc2SCC(=O)c2ccc(Cl)cc2)cc1
  A: 4	B: 6	C: 7	D: 5	E: 3	F: -1.2	G: 3	H: -0.8	I: 4	J: -1
Molecule: Cc1nc2c(Br)c(C)nn2c2c1CCC2
  A: 4	B: 2	C: 9	D: 5	E: 2	F: -1.9	G: -12	H: -1.4	I: -6	J: 5
Molecule: C=CCn1c(N)c(C(=O)OCC)sc1=S
  A: 1	B: 4	C: -10	D: -5	E: 4	F: 1.6	G: 6	H: 0.9	I: .	J: -2
Molecule: COc1ccc(OC)c(Cc2nnc(CCC(=O)NC3C4CC5CC(C4)CC3C5)o2)c1 (configuration not stated)
  A: -3	B: -2	C: 3	D: -7	E: 2	F: -0.7	G: 10	H: 0.1	I: 1	J: 0
Molecule: COc1ccc(Oc2nc3c(c(=O)n(C)c(=O)n3C)n2C)cc1
  A: 2	B: -4	C: -4	D: -4	E: 4	F: 0.8	G: -3	H: -1.7	I: -7	J: 3
Molecule: O=C(CN1C(=O)NC2(CCCC2)C1=O)NCc1ccccc1
  A: -7	B: -3	C: 2	D: 1	E: -1	F: -0.5	G: 9	H: 1.0	I: 0	J: -4
